Screening results: PubChem BioAssay, several laboratories
VLA-4 inh – inhibition in a human VLA-4 binding assay; P13612; VLA-4 expressing cells, ligand binding flow cytometry; inhibition, % (about 7 µM as worked out from the volumes in the protocol); 330,000 compounds, 0.2% hits; AID 2557; in the data active = inhibition above about 50%
Fam108B counter – blocks mouse Fam108B hydrolase in RBBP9 counter-screen; recombinant Fam108B, FP-Rh probe fluorescence polarization; inhibition, % at 9.51 µM; 300,000 compounds, 0.33% hits; AID 1947;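 active = inhibition above the screen mean inhibition plus 3 SD, computed separately per campaign, cut at about 18% in these data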;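 note: inhibitors lower polarization as less probe binds the enzyme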
MEX-5 binding – C. elegans MEX-5 TCR-2 RNA binding activity | MEX-5/FITC-TCR2 RNA binding, fluorescence polarization; stronger effect = lower value | activity score (negative = inhibition of binding), % at 10 µM | 300,000 compounds, 0.38% hits;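 active = inhibition past about -25% in most replicates, and total fluorescence under double the plate's negative control median, limit read from the data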;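 note: 0% = DMSO and -100% = 5 µM competing unlabeled TCR2 RNA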
AGP1-GFP MLPCN – modulators of TOR pathway AGP1-GFP in S. cerevisiae; AID 2066; S. cerevisiae AGP1-GFP multiplex flow cytometry, 3 h; GFP as percent of DMSO wells; GFP response vs DMSO, % at 10 µM; 320,000 compounds, 0.02% hits;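 active = GFP response relative to DMSO above a set limit, near screen average plus 3 SD, cut at about 150% in these data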;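 note: median GFP channel fluorescence of the gated AGP1 strain per well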
GRK2 aptamer HTS – human GRK2 inhibition via aptamer displacement; bead flow cytometry, FAM-aptamer displacement from GRK2; inhibition of aptamer binding, % at 10 µM; 330,000 compounds, 0.59% hits;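 active = inhibition of aptamer binding above 40%, roughly 3 SD of noise, on plates passing a quality check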;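 note: median bead fluorescence of bound FAM aptamer so fluorescent compounds give negative values; no value below 0 was filed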
CIT2-GFP yeast – yeast TOR pathway CIT2-GFP modulation | S. cerevisiae CIT2-GFP strain, flow cytometry, 3 h; 100 means same as DMSO wells | GFP response vs DMSO, % at 10 µM | 320,000 compounds, 0.065% hits | AID 2029;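 active = GFP response relative to DMSO above a set limit, near the screen mean plus 3 SD, cut at about 150% in these data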;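 note: ratio of well median GFP fluorescence to mean of DMSO wells on the plate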
GLD-1 TGE inh – GLD-1-TGE RNA interaction inhibition (C. elegans). purified GLD-1 + fluorescein TGE RNA, fluorescence polarization. inhibition, % at 5.96 µM. 320,000 compounds, 0.44% hits. AID 2280;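 active = percent inhibition above a per-plate cutoff, the plate mean of test compounds plus 3 SD, cut at about 30% in these data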;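 note: 0% = DMSO wells with GLD-1 and probe and 100% = wells lacking GLD-1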
Target sequence (Q17339 whole entry, looked up): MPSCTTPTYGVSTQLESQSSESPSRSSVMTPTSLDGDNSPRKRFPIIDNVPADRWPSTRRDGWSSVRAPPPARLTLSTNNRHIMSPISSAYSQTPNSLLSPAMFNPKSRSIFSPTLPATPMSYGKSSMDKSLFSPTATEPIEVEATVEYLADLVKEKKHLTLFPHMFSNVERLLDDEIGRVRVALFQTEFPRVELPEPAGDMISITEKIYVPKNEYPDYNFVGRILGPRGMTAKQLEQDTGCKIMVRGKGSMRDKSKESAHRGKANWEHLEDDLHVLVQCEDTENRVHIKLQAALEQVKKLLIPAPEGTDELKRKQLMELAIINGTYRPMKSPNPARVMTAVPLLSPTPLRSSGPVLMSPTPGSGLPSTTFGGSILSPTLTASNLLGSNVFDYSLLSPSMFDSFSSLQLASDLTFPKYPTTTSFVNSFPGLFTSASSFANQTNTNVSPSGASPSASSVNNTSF
MCL1 BIM primary – MCL1-BIM-BH3 interaction inhibition (human). GST-MCL1 / FITC-Bim-BH3 fluorescence polarization. Q07820. 320,000 compounds, 0.68% hits. inhibition, % at 10.9 µM;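 active = inhibition above the mean inhibition of all tested compounds plus 3 SD, set per campaign, cut at about 40% in these data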;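 note: 0% = DMSO wells and 100% = unlabeled Bim-BH3 peptide control; higher means more loss of mP so more displacement of Bim peptide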
Target sequence (Q07820 whole entry, looked up): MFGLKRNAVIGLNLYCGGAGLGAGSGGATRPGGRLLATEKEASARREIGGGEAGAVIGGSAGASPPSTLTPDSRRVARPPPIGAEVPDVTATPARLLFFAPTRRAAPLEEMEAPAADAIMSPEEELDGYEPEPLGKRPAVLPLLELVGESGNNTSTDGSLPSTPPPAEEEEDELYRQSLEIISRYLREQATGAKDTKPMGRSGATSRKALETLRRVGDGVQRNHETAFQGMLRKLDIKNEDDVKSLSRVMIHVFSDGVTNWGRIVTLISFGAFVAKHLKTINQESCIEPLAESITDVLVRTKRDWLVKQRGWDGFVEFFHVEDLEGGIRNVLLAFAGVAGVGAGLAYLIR
BCLXL inh – blocks human Bcl-xL binding to Bim BH3 peptide. Q07817. GST-Bcl-xL / FITC-Bim BH3 peptide fluorescence polarization. inhibition, % at 10.9 µM. 320,000 compounds, 0.7% hits. AID 2129;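 active = inhibition above the mean of all tested compounds plus 3 SD, cutoff set per campaign, cut at about 30% in these data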;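 note: 0% = DMSO wells and 100% = unlabeled Bim-BH3 peptide competitor; inhibitors lower millipolarization by displacing the labeled peptide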
* hit, by the source's call; nt = no result given.

The line under a structure holds: GLD-1 TGE inh	MCL1 BIM primary	GRK2 aptamer HTS	CIT2-GFP yeast	MEX-5 binding	BCLXL inh	Fam108B counter	VLA-4 inh	AGP1-GFP MLPCN
> Cc1ccc(C(=O)OCC(=O)NCc2ccc(F)cc2)o1
 : 3	-4	0	93	nt	-3	nt	-5	92
> CCOCCCNC(=O)C(NC(=O)CNC(=O)c1ccccc1)c1ccc(C)cc1 (centres undefined)
 : -7	-2	2	93	2.9	-1	-2	18	103
> CCCCn1c(=O)cc(N2CCOCC2)[nH]c1=O
 : 1	1	3	97	-0.7	-1	-1	6	97
> COc1ccccc1N(CC(=O)NCCSc1ccc(Cl)cc1)S(C)(=O)=O
 : 4	4	0	103	1.4	2	0	-3	104
> CCOC(=O)c1sc(NC(=O)c2ccc(Cl)s2)cc1C
 : -2	6	3	111	0.3	6	-1	24	102
> CCOc1ccc(CC(=O)NCCS(=O)(=O)N2CCN(c3ccccc3)CC2)cc1
 : 2	-3	0	87	-0.2	4	-1	4	100
> O=C(NC1CC1)C1CC(=O)N(c2cccc(Cl)c2)C1 (centres undefined)
 : 4	4	6	114	1.6	6	6	-10	102
> CCc1ccc(C(=O)NC(CCSC)C(=O)OC)cc1 (centres undefined)
 : 4	4	2	105	2.6	4	1	-9	97
> Cc1ccc2[nH]c(-c3ccccc3)c(CN(C)C)c(=O)c2c1
 : -1	-3	29	96	-3.3	3	2	11	107
> COc1ccc(CCNC(=O)c2cc(-c3ccccn3)nc3ccccc23)cc1
 : 0	0	0	99	nt	3	nt	22	100
> Cc1nnc(SCc2nnc(-c3cccs3)o2)n1C
 : 2	2	3	90	-2.6	2	2	9	94
> O=C(CSc1nnc(NC(=O)c2ccccc2F)s1)NC1CC1
 : 1	8	2	109	0.4	5	0	23	105
> Cn1c(C(O)c2ccc(Br)cc2)nc(Cl)c1Cl (centres undefined)
 : 0	8	2	94	1.4	7	-2	-4	103
> Cc1cccc(NC(=O)CCn2cnnn2)c1
 : -2	-5	2	89	0.3	-1	-1	32	93
> O=C(Nc1nccs1)c1c(O)c2cccc3c2n(c1=O)CCC3
 : 3	-1	5	91	-1.1	-4	0	17	92
> CN(C)S(=O)(=O)c1cccc(NC(=O)c2cnccn2)c1
 : 2	2	0	87	-2.2	5	3	6	101
> COCC(=O)N1CCCC(C(=O)c2ccc(Oc3ccccc3)cc2)C1 (centres undefined)
 : 1	-4	0	93	0.9	3	2	6	101
> Cc1ccc(S(=O)(=O)NCCC(=O)OCC(=O)Nc2ccccc2Cl)cc1
 : 6	-5	0	106	-1.8	-4	-1	38	102
> CCn1c(SCC(=O)Nc2cc(C)on2)nnc1-c1ccccc1
 : -1	4	0	101	2.7	0	5	-5	100
> Cc1cccc2c(C(=O)O)c3cccc(C)c3nc12
 : -1	5	1	103	0.5	11	0	-2	108

Molecules above containing a thiophene ring, fused or not (two):
The line under a structure holds: GLD-1 TGE inh	MCL1 BIM primary	GRK2 aptamer HTS	CIT2-GFP yeast	MEX-5 binding	BCLXL inh	Fam108B counter	VLA-4 inh	AGP1-GFP MLPCN
> CCOC(=O)c1sc(NC(=O)c2ccc(Cl)s2)cc1C
 : -2	6	3	111	0.3	6	-1	24	102
> Cc1nnc(SCc2nnc(-c3cccs3)o2)n1C
 : 2	2	3	90	-2.6	2	2	9	94

Quoted at random: 5 entries already listed, in no set order.
The line under a structure holds: GLD-1 TGE inh	MCL1 BIM primary	GRK2 aptamer HTS	CIT2-GFP yeast	MEX-5 binding	BCLXL inh	Fam108B counter	VLA-4 inh	AGP1-GFP MLPCN
> CCOC(=O)c1sc(NC(=O)c2ccc(Cl)s2)cc1C
 : -2	6	3	111	0.3	6	-1	24	102
> CCOCCCNC(=O)C(NC(=O)CNC(=O)c1ccccc1)c1ccc(C)cc1 (centres undefined)
 : -7	-2	2	93	2.9	-1	-2	18	103
> CCc1ccc(C(=O)NC(CCSC)C(=O)OC)cc1 (centres undefined)
 : 4	4	2	105	2.6	4	1	-9	97
> Cn1c(C(O)c2ccc(Br)cc2)nc(Cl)c1Cl (centres undefined)
 : 0	8	2	94	1.4	7	-2	-4	103
> COCC(=O)N1CCCC(C(=O)c2ccc(Oc3ccccc3)cc2)C1 (centres undefined)
 : 1	-4	0	93	0.9	3	2	6	101

(next part)
The line under a structure holds: GLD-1 TGE inh	MCL1 BIM primary	GRK2 aptamer HTS	CIT2-GFP yeast	MEX-5 binding	BCLXL inh	Fam108B counter	VLA-4 inh	AGP1-GFP MLPCN
> O=C1c2ccccc2NC(c2cccs2)N1NS(=O)(=O)c1ccccc1 (centres undefined)
 : -1	-2	0	105	2.2	5	5	8	109
> COc1cccc(CC(NC(C)=O)C(=O)NC2CCN(S(=O)(=O)c3ccc4ccccc4c3)CC2)c1 (centres undefined)
 : 3	12	0	96	0.3	6	3	-8	101
> Cc1cccc(C(=O)Oc2ccccc2C2C[C@]3(C)CC(=O)NC3N2C(=O)c2cccc(C)c2)c1 (some centres undefined)
 : 1	-6	0	nt	0.0	-1	-3	6	110
> CCN(CC)c1cc(C)c2cc(NC(=O)c3ccccc3F)ccc2n1
 : 3	4	1	99	-2.1	1	0	15	96
> CCCC(=O)n1nc(-c2ccccc2)nc1SC
 : 7	-4	0	105	-1.7	5	3	-4	104
> Cc1ccc(C2=NN(C(=O)CCl)C(c3cccs3)C2)o1 (centres undefined)
 : 0	4	0	89	2.3	10	-3	3	99
> COc1ccccc1N(C)S(=O)(=O)c1ccc(C(=O)N2CCCc3ccccc32)cc1
 : 11	0	3	102	-0.4	0	-2	-13	94
> Cn1c(=O)oc2cc(S(=O)(=O)NC(Cc3ccccc3)C(=O)N3CCCCC3)ccc21 (centres undefined)
 : 2	5	0	100	nt	5	-3	-28	101
> N=c1n(CCN2CCCCC2)c2ccccc2n1CC(=O)c1cccc([N+](=O)[O-])c1
 : 1	12	0	131	0.8	-1	5	1	119
> COc1cc2[nH]c(C(=O)N3CCN(c4ccccc4F)CC3)cc2c(OC)c1OC
 : 5	10	0	106	2.1	5	-4	4	98
> CC1(c2ccc(OC(F)F)cc2)NC(=O)N(CC(=O)N2c3ccccc3NC(=O)C2(C)C)C1=O (centres undefined)
 : 1	-16	1	97	nt	-12	nt	-12	104
> Cc1ccc(S(=O)(=O)Nc2cc(C)c(O)cc2C)cc1
 : -10	6	0	108	1.9	2	6	-4	106
> COc1cc(NS(=O)(=O)c2ccc(NC(=O)c3ccc(F)cc3)cc2)ncn1
 : -6	0	0	111	-0.1	4	5	0	100
> Nc1nc(SCC(=O)Nc2ccc(OCc3ccccc3)cc2)n[nH]1
 : 3	2	1	96	-1.3	-1	2	0	101
> CC(C)CN(C#N)c1nc(N2CCOCC2)nc(N2CCOCC2)n1
 : -2	0	0	111	2.5	1	-4	21	102
> Cc1ccc(-c2cc(C(=O)Nc3cc(C)on3)c3ccccc3n2)c(C)c1
 : 10	-6	0	93	-0.3	-2	-7	19	107
> O=C(c1ccc(F)c(S(=O)(=O)N2CCOCC2)c1)N(CCc1ccccc1)Cc1ccccc1
 : 18	32	1	93	-2.0	32*	-2	-7	106
> Cc1cccc(N2C(=O)CS/C2=N\NC(=O)c2ccc(Cl)cc2)c1C
 : 3	-6	0	103	-0.2	-3	1	2	98
> Cc1ccc(NC(=O)NC(=O)c2ccccc2)cc1F
 : 4	-3	1	101	1.0	4	2	-4	89
> C=CCC[C@@H](Cc1ccc(F)cc1)C(=O)OC[C@H](Cc1c[nH]c2ccccc12)NC(=O)[C@@H](CC=C)CC(=O)N[C@@H](CO)Cc1ccccc1
 : 2	nt	2	99	nt	nt	nt	9	91

Look-ups from the results shown.
COc1cccc(CC(NC(C)=O)C(=O)NC2CCN(S(=O)(=O)c3ccc4ccccc4c3)CC2)c1 (centres undefined) – Fam108B counter: 3
N=c1n(CCN2CCCCC2)c2ccccc2n1CC(=O)c1cccc([N+](=O)[O-])c1 – VLA-4 inh: 1
Cc1ccc(-c2cc(C(=O)Nc3cc(C)on3)c3ccccc3n2)c(C)c1 – GRK2 aptamer HTS: 0

Additional entries follow:
The line under a structure holds: GLD-1 TGE inh	MCL1 BIM primary	GRK2 aptamer HTS	CIT2-GFP yeast	MEX-5 binding	BCLXL inh	Fam108B counter	VLA-4 inh	AGP1-GFP MLPCN
> COc1ccc(-c2cn3cc(C)ccc3n2)cc1OC
 : -1	-1	1	100	-1.2	9	5	-20	105
> O=C(NCCc1ccc(F)cc1)c1n[nH]c2ccccc12
 : 3	2	3	108	-0.2	1	2	40	108
> COc1ccc(CNC(=O)CCSc2ccc(F)cc2)cc1OC
 : -7	5	0	92	-3.7	5	0	-3	96
> CCc1cccc(OCCCCNCCCOC)c1
 : 2	2	15	95	-1.2	5	-6	9	98
> CCCCNC(=O)CSc1nc2c(sc(=S)n2-c2cc(Cl)ccc2OC)c(=O)[nH]1
 : 2	3	1	98	0.4	6	6	-10	95
> c1ccc(Cc2noc(CN3CCN(Cc4ccc5c(c4)OCO5)CC3)n2)cc1
 : -2	-3	0	101	0.9	1	-1	6	nt
> Cc1cc(S(=O)(=O)N2CCOCC2)ccc1OCC(=O)Nc1ccc(Br)cc1F
 : 0	3	1	99	-1.2	2	-3	-6	100
> CC1CCC(C(C)C)C(OP(=O)(c2ccccc2)C(O)c2ccncc2)C1 (centres undefined)
 : 4	2	0	96	-0.1	5	-2	17	97

An unsorted share of the library; 2.2% or so of the library scored in one or more.
